Compound activity from PubChem BioAssay.
GCN5L2 inh: inhibitors of human GCN5L2 histone acetyltransferase; Q92830; GCN5L2 HAT assay, ThioGlo1 CoA-SH fluorescence; Potency, µM (doses to about 58.9 µM), inactives show at the top dose activity change, negative = inhibition, hits mostly inhibitors; actives 0.21% (n = 390,000)
Target sequence (Q92830 whole entry, looked up): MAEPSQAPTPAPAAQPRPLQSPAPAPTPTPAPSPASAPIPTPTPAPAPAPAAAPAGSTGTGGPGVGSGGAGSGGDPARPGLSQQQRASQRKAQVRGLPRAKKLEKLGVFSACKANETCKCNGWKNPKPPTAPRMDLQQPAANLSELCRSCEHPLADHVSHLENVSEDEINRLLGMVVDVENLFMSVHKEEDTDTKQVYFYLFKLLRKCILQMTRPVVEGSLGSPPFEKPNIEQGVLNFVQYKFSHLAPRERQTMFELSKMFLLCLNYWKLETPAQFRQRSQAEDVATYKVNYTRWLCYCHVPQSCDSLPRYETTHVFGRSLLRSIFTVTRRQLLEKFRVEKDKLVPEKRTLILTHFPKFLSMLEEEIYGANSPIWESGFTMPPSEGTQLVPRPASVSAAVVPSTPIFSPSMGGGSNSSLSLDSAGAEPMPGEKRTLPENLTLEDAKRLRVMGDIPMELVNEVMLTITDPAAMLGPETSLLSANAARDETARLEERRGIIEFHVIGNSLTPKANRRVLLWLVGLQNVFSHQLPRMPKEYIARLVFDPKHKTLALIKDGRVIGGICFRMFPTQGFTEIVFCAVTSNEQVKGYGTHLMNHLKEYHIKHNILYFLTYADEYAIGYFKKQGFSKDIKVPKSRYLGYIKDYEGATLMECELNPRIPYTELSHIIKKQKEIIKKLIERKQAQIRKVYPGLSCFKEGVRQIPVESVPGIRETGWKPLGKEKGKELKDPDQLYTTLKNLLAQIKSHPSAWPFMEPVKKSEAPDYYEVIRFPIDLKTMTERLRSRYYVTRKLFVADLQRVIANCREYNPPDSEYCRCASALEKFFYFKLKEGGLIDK
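Preincubate 20nM GCN5L2 with compound 15 min, RT → add 50uM ThioGlo1 + 75uM H3(1-25) + 70uM acetyl-CoA → read fluorescence 0 and 20 min. Primary qHTS; fluorescent artifacts likely.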
DT40 TDP1 no CPT: qHTS for Inhibitors of human tyrosyl-DNA phosphodiesterase 1 (TDP1): qHTS in cells in absence of CPT; DT40 Tdp1-/- hTDP1 cells, no CPT, ATP luminescence, 48 h; Potency, µM (series often up to 46.2 µM), for the others: at the highest dose activity change, negative = growth inhibition, actives largely listed as inhibitors; actives 15% (n = 420,000); further: nearly all actives have a fitted effect of over 55% in size
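Chicken DT40 Tdp1-/- cells stably complemented with human TDP1 were seeded at 400 cells/well with DMSO in place of 20 nM camptothecin. After compound pinning, cells grew at least 48 hr at 37 °C; viability read by CellTiter-Glo luminescence.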
DT40 TDP1 CPT: DT40-hTDP1 cell growth loss with CPT | chicken DT40 Tdp1-/-;hTDP1 cells + 20 nM CPT, ATP luminescence, 48 h | Potency, µM (top dose mostly 46.2 µM), for inactives: at the highest dose activity change, negative = growth inhibition, actives largely listed as inhibitors | actives 12% (n = 420,000) | AID 686979; further: nearly all actives have a fitted effect of over 55% in size
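Chicken DT40 Tdp1-/- cells complemented with human TDP1, 400 cells/well, exposed to compounds plus 20 nM camptothecin for at least 48 h at 37 C; viability read as ATP content by CellTiter-Glo luminescence.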
An asterisk follows results filed as active; ? = inconclusive; . = no result given; & = joins results of further samples. The call rests on the fitted dose curve; in most records, active means well fitted curve in the direction sought with a large enough effect; inconclusive means small, poorly fitted or top-dose-only effect, or another doubt; inactive means no such curve, though single readings can be large; an effect the other way counts as inactive or inconclusive. On the % scale 0 is the no-effect control and ±100 the full control effect; potency means the concentration at half of the fitted maximal effect.

SMILES	DT40 TDP1 no CPT	DT40 TDP1 CPT	GCN5L2 inh
CC(C)(C)OC(=O)NCCCC[C@H](NC(=O)c1nc[nH]c1C(=O)NCc1ccc(CNC(=O)OC(C)(C)C)cc1)C(=O)OC(C)(C)C	16µM*	?	-14%
c1ccc(-c2cn(-c3ccccc3)c3[n+]2CCCS3)cc1	3.7µM*	3.3µM*	-6%
CCOc1cc(NC(=S)NCCCN(C)C)c(OCC)cc1NC(=O)c1cccs1	-23%	-3%	-2%
COc1ccc(N2CC(C)Cn3c2nc2c3c(=O)n(CCc3ccccc3)c(=O)n2C)cc1 (centres undefined)	?	-21%	-4%
Cc1ccc(S(=O)(=O)N(C)C)cc1NC(=O)COC(=O)c1n[nH]c(=O)c2ccccc12	25%	15%	0%
CCOc1ccc(C(=O)/C=C/Nc2ccc(S(=O)(=O)Nc3cc(C)nc(C)n3)cc2)cc1	5%	6%	-20%
CC(OC(=O)CCCSc1nc2ccccc2s1)C(=O)NC(N)=O (centres undefined)	-2%	2%	-1%
CCN(CC)c1ccc(/C=C2\C(=O)N(c3nnc(C)c(=O)[nH]3)N=C2C)cc1	18µM*	13µM*	-17%
CC(C)(C)CC(=O)Nc1cc2c3c(c1)CCC(=O)N3CCC2	13%	-13%	-7%
CCN(CC)c1cc(C)c2cc(NC(=O)c3cccc(F)c3)ccc2n1	23µM*	?	-7%
O=C(Cn1c(=O)n(Cc2ccccc2)c(=O)c2sc3ccccc3c21)Nc1ccccc1F	?	-24%	-6%
COc1ccccc1N1CCN(C(=O)CCc2nnc3n(C)c(=O)c4sccc4n23)CC1	-22%	0%	-8%
Cc1nnc(SCC(=O)Nc2sccc2C#N)s1	5%	5%	?
O=C(COC(=O)Cc1ccccc1F)NCCNC(=O)COC(=O)Cc1ccccc1F	-1%	-4%	-22%
Cc1ccc(Cl)cc1N1CCN(C(=O)CCS(=O)(=O)c2ccc3c(c2)NC(=O)CO3)CC1	10µM*	?	-6%
Cc1nc(C(=O)N(C)C)nn1-c1ccc(Cl)cc1Cl	-7%	7%	2%
CCc1ccc(NC(=O)Cn2cccc2)cc1	15%	1%	2%
O=c1[nH]c2c(-c3nc(-c4ccc(F)cc4)cs3)c(O)cn2c2ccc(Br)cc12	-10%	-25%	.
O=C(CCN1C(=O)S/C(=C\c2ccccc2)C1=O)Nc1ccc(S(=O)(=O)Nc2nccs2)cc1	-9%	-4%	-30%
CCOC(=O)/C(=N/Nc1ccccc1)c1csc(Nc2ccccc2)n1	?	?	-8%

SMILES	DT40 TDP1 no CPT	DT40 TDP1 CPT	GCN5L2 inh
NC(=O)C1CCN(c2ncnc3c2c(-c2ccccc2)cn3-c2ccccc2)CC1	?	?	-6%
C=CCN(CC=C)S(=O)(=O)c1ccc(NC(=S)NC(=O)/C=C/c2ccccc2)cc1	?	?	-4%
Oc1c(Cl)cc(Cl)cc1/C=C/c1ccc2cccc(O)c2n1	?	?	-6%
COc1ccc(C(=O)NNC(=O)Cc2ccc(Cl)cc2)cc1	3%	12%	?
CCOc1ccc(OCCC(=O)N(CC(=O)Nc2ccccc2C(F)(F)F)Cc2ccco2)cc1	?	-26%	-7%
CC1(C)CC(=O)C2=C(C1)OC1=C(C(=O)CC(C)(C)C1)C2c1ccccc1Cl	?	?	.
COc1ccccc1NC(=S)N(Cc1ccco1)Cc1cc2cc(C)cc(C)c2[nH]c1=O	10µM*	10µM*	-7%
CNC(=S)NNC(=O)CSCc1c(Cl)cccc1Cl	?	4%	1%
Cc1ccc(S(=O)(=O)N2CCOCC2)cc1NC(=O)COC(=O)CCC(=O)c1cccs1	2%	-7%	-1%
O=C(OC1CCOC1=O)c1cncc(Br)c1 (centres undefined)	-17%	-11%	0%
Cc1cc(C)c(S(=O)(=O)NCCCn2ccnc2)cc1C	-15%	-9%	-23%
O=C(NC1CCN(Cc2ccccc2)CC1)c1ccc(Cn2c(=O)c3ccccc3n(Cc3ccc(F)cc3)c2=O)cc1	?	?	-3%
CCOc1ccccc1N(CC(=O)NCC1CCCO1)C(=O)CCC(=O)Nc1cc(C)on1 (centres undefined)	-16%	2%	1%
Cc1sc2ncnc(SCC(=O)N3CCCC3=O)c2c1C	-15%	14%	-3%
O=C(COc1ccc(Cl)cc1Cl)OCC(=O)c1ccc[nH]1	3%	-21%	-5%
Cc1ccc(NC(=O)Cn2cc3c(n2)CCC(C)C3)cc1C (centres undefined)	0%	-24%	-9%
CCc1ccc(C(=O)COC(=O)CNC(=O)CNS(=O)(=O)c2ccccc2)cc1	6%	4%	-4%
O=C(NNc1ccccn1)C(c1ccccc1)c1ccccc1	12%	9%	-7%
O=C(CCC(=O)N1CCOc2ccccc21)NCCCN1CCOCC1	-5%	-4%	-8%
COc1ccc(C(=O)Nc2ccc(N3CCN(C(=O)c4ccccc4C)CC3)cc2)cc1	8.2µM*	8.2µM*	-6%

By substructure, those above with a furan ring, fused or not.
SMILES	DT40 TDP1 no CPT	DT40 TDP1 CPT	GCN5L2 inh
CCOc1ccc(OCCC(=O)N(CC(=O)Nc2ccccc2C(F)(F)F)Cc2ccco2)cc1	?	-26%	-7%
COc1ccccc1NC(=S)N(Cc1ccco1)Cc1cc2cc(C)cc(C)c2[nH]c1=O	10µM*	10µM*	-7%

Remaining list, next part
SMILES	DT40 TDP1 no CPT	DT40 TDP1 CPT	GCN5L2 inh
COC(=O)Cc1cc(=O)[nH]c(/N=C(\N)Nc2ccc(C)cc2)n1	-8%	-2%	-7%
CC(=O)c1ccc(NC(=O)c2cc(S(=O)(=O)N3CCOCC3)ccc2C)cc1	?	?	-9%&-14%
Cc1ccc(CNC(=O)Nc2nnc([C@H]3C[C@H](O)[C@@H](CO)O3)s2)cc1	17%	1%	.
Cc1ccc(C)c(C(=O)CCC(=O)NCc2ccc(Cl)cc2)c1	8%	?	-5%
COc1ccc(CCN2C(=O)c3[nH]nc(-c4ccccc4O)c3C2c2cccc(O)c2)cc1OC (centres undefined)	?	-1%	2%
O=S(=O)(c1ccc(Cl)s1)N1CCNCC1	0%	-4%	-1%
COc1ccccc1CNC(=O)c1cccn1-c1nnc(N2CCCC2)s1	?	?	0%
COC(=O)C1(NC(=O)NC2CCCCC2)CCCCC1	-1%	9%	-6%
COc1ccc(-n2nc(C(=O)Nc3cccc(C(F)(F)F)c3)c3c4ccccc4n(C)c3c2=O)cc1	1%	3%	-6%
CNC(=O)C1CC(=O)N(Cc2ccccc2)C(=Nc2ccc(OC)cc2)S1 (centres undefined)	-2%	-23%	-1%
NC(=O)CSc1nc(C2CC2)nc2sc3c(c12)CCCC3	-8%	-24%	-6%
CC(=O)N1CCc2ccc(S(=O)(=O)N3CCN(C)CC3)cc21	?	-13%	-7%
CCN(CC(=O)Nc1ccc2c(c1)OCCO2)C(=O)/C=C/c1ccccc1	-23%	-10%	-1%
N#CCSc1nnc(-c2cccnc2)n1-c1ccccc1	-19%	-3%	-6%
Cc1cc(C)nc(OC(C(=O)O)C(OCCc2ccccc2)(c2ccccc2)c2ccccc2)n1 (centres undefined)	-17%	-7%	-29%
Cc1ccc(C)n1NC(=O)c1ccc(Cl)cc1Cl	?	-5%	0%
Cc1ccc2c(Cl)cc(Cl)c(OCC(=O)NC3CCS(=O)(=O)C3)c2n1 (centres undefined)	?	?	-8%
CC(=O)N1CCN(S(=O)(=O)c2cccc(C(=O)Nc3ccccc3N3CCOCC3)c2)CC1	-25%	6%	-5%
C=CCNCCOCCOc1ccc(C)cc1Br	?	?	1%
O=S(=O)(c1cccc(F)c1)N1CCc2sccc2C1c1ccc(OC(F)(F)F)cc1 (centres undefined)	15µM*	?	-6%

SMILES	DT40 TDP1 no CPT	DT40 TDP1 CPT	GCN5L2 inh
Cc1ccc(Nc2nc(C(=O)NCCCN3CCOCC3)cs2)cc1	?	-16%	1%
COC(=O)Cn1cnc2sc3c(c2c1=O)CCCC3	-28%	11%	-3%
CN(C)/C=C1\SC(=S)N(N2C(=O)C3C4C=CC(C4)C3C2=O)C1=O (centres undefined)	10%	11%	-7%
Cc1occc1C(=O)Nc1ccc2ccccc2c1	?	?	-4%
CCN(CC(=O)NCc1ccc(F)cc1)C(=O)/C=C/c1ccc(S(=O)(=O)N(CC)CC)cc1	21µM*	23µM*	-7%
O=C1CSC(c2ccc(Cl)c(Cl)c2)N1c1nccs1 (centres undefined)	-15%	-17%	-10%
O=C(N/N=C/C=C/c1ccc([N+](=O)[O-])cc1)c1cccs1	-2%	-19%	-20%
CCO/C(=C/c1sc2ccc(OC)cc2[n+]1CCCS(=O)(=O)[O-])CC	3%	4%	-15%
CCCN(CCC)C(=O)c1c[nH]c2ccc(S(=O)(=O)N(C)c3ccc(Cl)cc3)cc2c1=O	?	?	-8%
O=C(N/N=C/c1[nH]c2ccccc2c1Cl)c1cccc(Br)c1	?	4%	-1%
O=C(CCC1N=C2c3ccccc3N=C(SCc3cccc(F)c3)N2C1=O)NC1CCCCC1 (centres undefined)	-21%	-11%	-2%
COc1cccc(N2CCN(S(=O)(=O)c3ccc4c(c3)CCCN4C(C)=O)CC2)c1	?	-26%	2%
CC(C)c1cc(CN2CCOCC2)cc(C(C)C)c1O	14%	14%	-6%
CCc1cccc(C)c1NC(=O)C(CC)n1ncn2c(cc3cc(C)ccc32)c1=O (centres undefined)	?	?	-3%
COc1cccc(N2CCN(C(=O)c3cccn4c(=O)c5c(C)c(C)sc5nc34)CC2)c1	?	-20%	1%
CCCOC(=O)c1sc2nc3c(cc2c1N)C(=O)CCC3	5%	-1%	1%
COc1cc(Cl)c(C)cc1NC(=O)CNC(C)c1ccccc1OC (centres undefined)	?	?	-6%
O=C(N/N=C\c1ccccn1)C1COc2cc3ccccc3cc2O1 (centres undefined)	?	?	-13%
OCCOCCn1c2ccccc2c2ccccc21	-8%	-17%	-4%
Cc1[nH]c(=O)[nH]c(=O)c1S(=O)(=O)Nc1ccc(Oc2ccccc2)cc1	-6%	0%	1%

SMILES	DT40 TDP1 no CPT	DT40 TDP1 CPT	GCN5L2 inh
O=c1[nH]nc(-c2ccccc2)cc1-c1ccccc1	-19%	-6%	.
CCc1ccc(NC(=O)CSC2=Nc3ccccc3C3=NC(CCC(=O)NCCc4ccccc4)C(=O)N23)cc1 (centres undefined)	?	23µM*	-2%
NS(=O)(=O)c1ccc(CCNC(=O)c2ccc3nccnc3c2)cc1	-23%	-8%	?
C[C@H]1CC[C@]2(O[C@H](CCO)C[C@@H](O)[C@@H]2O)O1	-33%	-9%	-5%
CC(=C/c1ccccc1)/C=N/NC(=O)CSc1nc(C)cc(C)n1	-25%	?	-7%
Cc1cccc(-c2ccc([N+](=O)[O-])cc2CN2CCN(c3ncc(Cc4ccccc4)cn3)CC2)c1	5.8µM*	5.8µM*	.
Cc1ccccc1N/C(=N/S(=O)(=O)c1cc(F)ccc1F)c1ccccc1	-7%	0%	-12%
Cc1ccccc1N(CC(=O)NCc1ccc2c(c1)OCO2)C(=O)C1CSC(=O)C1 (centres undefined)	-22%	3%	-1%
CC(=O)c1ccc(NC(=O)Nc2ccc(NS(=O)(=O)c3ccc(C)cc3)cc2)cc1	?	?	-3%
CSc1ccc(/C=N/NC(=O)c2cc(O)cc(O)c2)cc1	3%	-7%	-4%

Compounds shown so far that have fluorine, in the order listed:
SMILES	DT40 TDP1 no CPT	DT40 TDP1 CPT	GCN5L2 inh
CCN(CC)c1cc(C)c2cc(NC(=O)c3cccc(F)c3)ccc2n1	23µM*	?	-7%
O=C(Cn1c(=O)n(Cc2ccccc2)c(=O)c2sc3ccccc3c21)Nc1ccccc1F	?	-24%	-6%
O=C(COC(=O)Cc1ccccc1F)NCCNC(=O)COC(=O)Cc1ccccc1F	-1%	-4%	-22%
O=c1[nH]c2c(-c3nc(-c4ccc(F)cc4)cs3)c(O)cn2c2ccc(Br)cc12	-10%	-25%	.
CCOc1ccc(OCCC(=O)N(CC(=O)Nc2ccccc2C(F)(F)F)Cc2ccco2)cc1	?	-26%	-7%
O=C(NC1CCN(Cc2ccccc2)CC1)c1ccc(Cn2c(=O)c3ccccc3n(Cc3ccc(F)cc3)c2=O)cc1	?	?	-3%
COc1ccc(-n2nc(C(=O)Nc3cccc(C(F)(F)F)c3)c3c4ccccc4n(C)c3c2=O)cc1	1%	3%	-6%
O=S(=O)(c1cccc(F)c1)N1CCc2sccc2C1c1ccc(OC(F)(F)F)cc1 (centres undefined)	15µM*	?	-6%
CCN(CC(=O)NCc1ccc(F)cc1)C(=O)/C=C/c1ccc(S(=O)(=O)N(CC)CC)cc1	21µM*	23µM*	-7%
O=C(CCC1N=C2c3ccccc3N=C(SCc3cccc(F)c3)N2C1=O)NC1CCCCC1 (centres undefined)	-21%	-11%	-2%
Cc1ccccc1N/C(=N/S(=O)(=O)c1cc(F)ccc1F)c1ccccc1	-7%	0%	-12%

This is a subset. The share of hits here may be higher or lower than overall.
